M1 PAM: human CHRM1 positive allosteric modulation. 360,000 compounds, 0.088% hits. AID 588819. activation, % at 3 µM. P11229. CHO-K1 hM1, Fluo-8 calcium fluorescence, ACh EC20; 0% = ACh EC20, 100% = maximal ACh; in the data active means activation above about 19%, passing the limit was not always enough
TAAR1 agonist: agonists of human TAAR1 | 360,000 compounds, 0.99% hits | activation, % at 3 µM | Q96RJ0 | CHO RD-HGA16 TAAR1, Fluo-8 calcium fluorescence; vehicle wells 0%, saturating PEA agonist 100% | AID 624467;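 active means activation above the mean activation of all test compounds in the run plus 3 SD, cut at about 38% in these data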
Target sequence (Q96RJ0 whole entry, looked up): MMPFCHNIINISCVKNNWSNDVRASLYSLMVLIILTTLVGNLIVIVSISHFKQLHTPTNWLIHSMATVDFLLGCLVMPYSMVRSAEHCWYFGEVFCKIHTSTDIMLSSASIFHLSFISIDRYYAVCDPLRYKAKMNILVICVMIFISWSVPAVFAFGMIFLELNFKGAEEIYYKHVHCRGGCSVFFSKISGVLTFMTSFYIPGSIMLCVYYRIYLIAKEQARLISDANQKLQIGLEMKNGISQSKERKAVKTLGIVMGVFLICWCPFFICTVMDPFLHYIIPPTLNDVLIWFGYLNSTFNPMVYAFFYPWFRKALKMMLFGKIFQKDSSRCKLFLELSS
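test system = CHO RD-HGA16 cells carrying human TAAR1 plus Gα16 | schedule = 17-24 h seeding, 75 min 37 °C dye, 30 min RT | compound dosing = 3 µM single concentration | control set = DMSO and PEA EC100 | replicates = n 1 | signal = Fluo-8 fluorescence, 5 s baseline then 140 s kinetic read | measure = percent activation vs PEA EC100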
TAAR1 antagonist: human TAAR1 antagonism; AID 624466; inhibition, % at 3 µM; Q96RJ0; CHO RD-HGA16 TAAR1, Fluo-8 calcium fluorescence, antagonist; 360,000 compounds, 1.5% hits;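 active means inhibition above a per-plate cutoff, the mean inhibition of test compounds on that plate plus 3 SD, cut at about 49% in these data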;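 further: 0% = DMSO plus EC80 beta-PEA response and 100% = DMSO alone without agonist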
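Material: RD-HGA16 CHO cells with stable hTAAR1 and Gα16; Dosing: single nominal final test compound concentration of 3 µM; Schedule: seeding 17-24 h prior, 75-min 37 °C, 30-min RT dye loading; Detection: kinetic Fluo-8 calcium fluorescence measurement; Measure: % inhibition from peak post-agonist over basal fluorescence ratio; Benchmarks: vehicle and agonist controls.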
CHRM1 agonist: agonists of human M1 muscarinic receptor; CHO-K1 hM1, Fluo-8 calcium fluorescence, agonist mode; 0% DMSO, 100% acetylcholine EC100; activation, % at 3 µM; 360,000 compounds, 0.33% hits; AID 588814;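 active means activation above the run's mean compound activation plus 3 SD, cut at about 16% in these data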;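 further: peak over basal fluorescence ratio within a 140 s kinetic read after compound addition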
M1 antag: human CHRM1 antagonism; inhibition, % at 3 µM; P11229; 360,000 compounds, 1.3% hits; CHO-K1 hM1, Fluo-8 calcium fluorescence, ACh EC80 antagonist;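 active means percent inhibition above its own plate's cutoff, namely the mean of that plate's compound wells plus 3 SD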;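 further: peak over basal fluorescence ratio during 140 s after agonist addition; 0% = ACh EC80 plus DMSO and 100% = DMSO alone without agonist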
OXTR potentiate: potentiates the human oxytocin receptor response; P30559; CHO-OTR cells, Fluo-8 calcium fluorescence, potentiator mode; 0% = oxytocin EC15, 100% = EC100; activation, % at 3 µM; 320,000 compounds, 0.061% hits; AID 2445;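 active means activation above that plate's cutoff, the mean activation of tested compounds plus 3 SD, cut at about 6.6% in these data, passing the limit was not always enough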;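 further: 100% uses oxytocin at 75 nM as the full agonist control; some results filed as inactive read as strong as hits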
Target sequence (P30559 whole entry, looked up): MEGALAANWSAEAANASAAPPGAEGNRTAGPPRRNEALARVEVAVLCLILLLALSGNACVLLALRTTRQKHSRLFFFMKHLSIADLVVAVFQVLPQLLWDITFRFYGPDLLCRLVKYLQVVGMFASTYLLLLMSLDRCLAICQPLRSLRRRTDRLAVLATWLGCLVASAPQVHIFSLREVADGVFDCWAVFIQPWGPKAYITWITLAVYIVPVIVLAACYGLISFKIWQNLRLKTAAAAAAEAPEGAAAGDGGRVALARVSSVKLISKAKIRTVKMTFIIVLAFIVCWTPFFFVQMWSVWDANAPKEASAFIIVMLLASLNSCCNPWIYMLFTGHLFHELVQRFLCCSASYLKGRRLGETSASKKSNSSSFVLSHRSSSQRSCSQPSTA
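Dosing: Single dose, 3.0 µM nominal final compound concentration | Material: Human OTR in CHO cells | Technique: Kinetic Fluo-8 calcium fluorescence | Benchmarks: EC15 oxytocin alone as 0%, 75 nM oxytocin as 100% | Probe or stimulus: Oxytocin at about EC15, sub-maximal agonist stimulus | Incubation: Compound 6 min at room temperature before oxytocin, 100 s read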
OXTR agonist: activates the human oxytocin receptor | P30559 | CHO-OTR cells, Fluo-8 calcium fluorescence; normalized: DMSO 0%, oxytocin 100% | activation, % at 3 µM | 320,000 compounds, 0.32% hits | AID 2435;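 active means activation above the mean of all tested compounds plus 3 SD, cutoff set per screening run, cut at about 20% in these data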;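 further: peak over basal fluorescence ratio from a 100 s FLIPR kinetic read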
V1R ag counter: counter-screen for oxytocin receptor agonists: human V1a receptor agonists. P37288. CHO-V1R cells, Fluo-8 calcium fluorescence, agonist mode; 0% DMSO, 100% 3 nM vasopressin. activation, % at 3 µM. 320,000 compounds, 0.25% hits;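 active means activation above the mean activation of all tested compounds plus 3 SD, per screening run, cut at about 20% in these data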;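 further: signal is peak over basal fluorescence ratio across a 100 second FLIPR read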
CHO parental Ca: signal in parental CHO cells, OX1R antagonist counter-screen; parental CHO-K1, ATP-induced calcium, Fluo-8 fluorescence; 330,000 compounds, 0.63% hits; inhibition, % at 5.6 µM;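 active means inhibition above that plate's mean sample inhibition plus 3 SD, cut at about 26% in these data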;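 further: 0% = ATP-challenged DMSO wells and 100% = DMSO wells without ATP; some compounds past the cut are filed as inactive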
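Material: Parental CHO cells | Reagent: ATP | Compound dosing: Single nominal dose of 5.6 µM per compound | Detection: Intracellular calcium via Fluo-8 no-wash fluorescent dye | Read-out: % inhibition of ATP-induced calcium mobilization | Benchmarks: Low control ATP plus DMSO, high control DMSO only | Replicates: Singlicate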
Starred values were filed as active, the others as inactive; / = no result given.

SMILES	M1 PAM	TAAR1 agonist	TAAR1 antagonist	CHRM1 agonist	M1 antag	OXTR potentiate	OXTR agonist	V1R ag counter	CHO parental Ca
O=C(COC(=O)c1ccncc1)Nc1cc(Cl)ccc1Cl	10	19	-15	2	-12	-3	-0.2	0.0	-12
CC(=O)c1ccc(S(=O)(=O)N2CCN(CC#N)CC2)cc1	8	-1	-9	-3	-8	-8	-0.2	0.2	-8
CC(CCc1ccccc1)NS(=O)(=O)c1ccccc1F (stereo not drawn)	14	-2	2	6	-1	1	0.2	2.7	2
Cc1sc(NC(=O)c2ccc(OCC(C)C)cc2)c(C(N)=O)c1-c1ccc(Cl)cc1Cl	3	-2	-13	-1	-20	-4	1.7	0.5	-7
Fc1ccc(N2CCN(c3ncnc4nc[nH]c34)CC2)cc1	7	2	-5	1	-17	-3	4.5	3.5	-3
O=C(COc1ncnc2sccc12)Nc1ccc(F)cc1F	6	0	2	-1	-7	-2	-0.2	1.5	-5
CC1=NN(c2ccc(Cl)c(C(=O)O)c2)C(=O)/C1=C/c1ccc(-c2ccccc2[N+](=O)[O-])o1	0	-1	-1	-5	3	-2	0.2	-0.1	8
CCc1nc2ccccc2n1CC(=O)N(C(C)CC)C1CCS(=O)(=O)C1 (stereo not drawn)	0	1	1	-3	5	3	0.0	-1.1	4
Cc1nc2ccccc2c(=O)n1CCc1ccccc1	-2	4	5	-8	-10	1	-1.1	-0.1	-10
CCn1c(O)c(N=NC(=O)C(O)c2ccccc2)c2ccccc21 (stereo not drawn)	11	4	-31	-2	-15	-3	-0.3	-0.2	-13
Cc1cc2cc(CCNC(=O)CCCc3ccccc3)c(=O)[nH]c2cc1C	6	0	-29	-1	-7	-6	-1.5	1.3	-23
COCC(=O)Nc1nc2ccc(C)cc2s1	2	10	-3	-3	0	-5	1.7	0.1	-3
NC(Cc1ccc2nsnc2c1)C(=O)O (stereo not drawn)	5	7	-10	-1	-11	-4	0.0	0.3	-7
Cc1ccc(N2CCN(CC(O)COc3ccccc3)CC2)cc1 (stereo not drawn)	17	0	-12	-3	-16	-4	0.3	0.4	-7
O=C(Cn1ccc([N+](=O)[O-])n1)Nc1nc2ccccc2s1	1	4	12	-1	-4	-3	4.2	2.2	0
Oc1ccc(/C=N/n2c(-c3ccccc3)n[nH]c2=S)cc1	-2	3	18	-4	-2	-11	3.1	0.4	3
CCOC(=O)C1CCCN(C(=O)c2cc(S(=O)(=O)N3CCCCC3)ccc2C)C1 (stereo not drawn)	1	3	-40	-1	-3	-4	2.2	0.2	-25
Cc1ccc(C(=O)N2CCCC(C(F)(F)F)C2)cc1S(=O)(=O)N1CCCCC1 (stereo not drawn)	1	7	-18	0	-1	-4	-0.6	0.9	-9
CCN(CC)S(=O)(=O)c1ccc(OC)c(NC(=S)Nc2ccc(C)c(C)c2)c1	3	1	-30	-4	-3	-3	-0.9	0.2	0
Cc1ccc(S(=O)(=O)NC(=O)c2cccn2C)cc1	11	5	-6	0	-7	2	1.3	-0.1	6
CCN(CC)C(=O)C(Sc1nnnn1-c1ccc(O)cc1)c1ccccc1 (stereo not drawn)	9	0	-8	8	-5	-2	0.0	0.5	-16
CCCCNS(=O)(=O)c1ccc2nc(-c3cccnc3)cc(C(=O)NCC(OC)OC)c2c1	8	9	-8	-2	-12	-14	-1.2	0.1	4
Cc1csc(NC(=O)c2c(-c3c(Cl)cccc3Cl)noc2C)n1	-1	5	3	-5	2	8	-0.4	1.1	-28
S=C(Nc1ccc(Cl)cc1)N1CCN(Cc2ccccc2)CC1	1	2	-7	1	6	-7	0.1	0.4	9
O=C(CN1CC(=O)Nc2ccccc21)NCCc1ccc(Cl)cc1Cl	13	6	-9	-9	-4	-3	-0.2	0.5	0
Other results follow:
SMILES	M1 PAM	TAAR1 agonist	TAAR1 antagonist	CHRM1 agonist	M1 antag	OXTR potentiate	OXTR agonist	V1R ag counter	CHO parental Ca
COc1ccccc1C(CNC(=O)c1cccc(S(=O)(=O)Nc2ccc(F)cc2)c1)N1CCCC1 (stereo not drawn)	-31	29	12	-8	101*	/	/	/	/
CCOC(=O)N1CCC(NC(=O)CCS(=O)(=O)c2ccc3c(c2)CCN3C(=O)CC)CC1	13	7	-2	-5	-29	0	0.5	0.3	-18
CC1(C(=O)NCc2cccs2)Cc2c(-c3ccc4c(c3)OCO4)ccnc2O1 (stereo not drawn)	0	1	-2	-5	-5	/	/	/	/
COc1ccccc1/C=C/C=N/NC(=O)Cc1cccs1	4	1	-9	-5	-7	-4	-1.1	-0.7	-15
Cc1cc(=O)[nH]c2nnc(-c3ccc(Br)cc3)n12	11	0	-4	-4	-12	/	/	/	/
Cc1cccc(C)c1NC(=O)CN1C(=O)NC(C)(C2CC2)C1=O (stereo not drawn)	1	2	-2	-1	1	-1	1.7	1.7	-12
CC(NC(=O)CSc1nnc(COc2ccccc2)o1)c1ccccc1 (stereo not drawn)	-6	15	11	-4	17	-4	1.3	0.8	-8
Cc1ncoc1C(=O)N1CCCC(CCC(=O)NCc2ccccc2F)C1 (stereo not drawn)	6	1	5	-4	-8	-11	-0.4	1.1	-11
COc1ccc(OC)c(C(=O)COC(=O)c2cccnc2Cl)c1	7	-1	-14	-3	-5	1	-0.6	0.1	-4
COc1ccc(/C=C(\NC(=O)c2ccco2)C(=O)N2CCCCC2)cc1	6	1	-8	-4	-8	0	1.0	0.0	15
CCOC(=O)c1sc(NC(=O)c2ccco2)nc1-c1ccccc1	0	1	-11	-6	12	-8	-1.0	-0.3	-4
Cc1ccc(C)c(OCC(=O)NCC(c2ccco2)N2CCCCC2)c1 (stereo not drawn)	3	-1	-27	-7	-6	-6	-2.4	-1.9	-12
Cc1nnc2ccc(-c3cccc(NS(=O)(=O)c4ccccc4Cl)c3)nn12	-3	2	6	-7	2	-4	-0.2	0.6	-18
CCCCN(C)CCCNC(=O)Cn1cc2c(n1)-c1c(oc(C(=O)N3CCCC3)c1C)CC2	6	0	-1	-6	-9	/	/	/	/
CC(C)(C)OC(=O)C[C@@H]1C/C=C\C[C@@H](CC(=O)N[C@H](CO)Cc2ccccc2)C(=O)N2CCC[C@@H]2COC1=O	2	13	16	-4	2	5	1.0	1.1	-13
CN(CC1CCOCC1)C(=O)CC1C(=O)NCCN1Cc1ccc(F)c(F)c1 (stereo not drawn)	12	2	2	-2	-20	-9	-0.3	0.2	-7
Cc1ccc(C(=O)OCC(=O)Nc2c(Cl)cc(S(N)(=O)=O)cc2Cl)o1	7	5	-8	-4	-11	-3	0.9	-0.2	0
COc1cccc(NC(=O)CN(C)C(=O)c2cccc(S(=O)(=O)N3c4ccccc4CC3C)c2)c1 (stereo not drawn)	-6	5	-17	-4	6	/	/	/	/
O=C(Nc1nnc(Cc2ccccc2)s1)c1ccccc1	10	2	5	-3	-9	-7	-0.8	-0.1	-7
COc1ccc(/C=N/OCC(=O)Nn2c(C)nc3ccccc3c2=O)cc1	6	1	1	-1	-6	-5	0.2	1.5	-9
COc1ccc(CN2CCC(n3nccc3NC(=O)c3ccc4c(c3)OCO4)CC2)cc1C	0	2	-11	-4	-5	-11	2.0	6.1	-23
CN1CCN(S(=O)(=O)c2ccc3[nH]cc(C(=O)O)c(=O)c3c2)CC1	-1	-1	5	-5	7	3	1.6	-0.1	-2
CCOc1ccc(N=Nc2c(=O)[nH]n3c(C)cc(C)nc23)cc1	11	-1	-1	-6	-8	-10	-1.8	0.0	-2
Clc1ccc(/C=N/Nc2ccccn2)cc1	4	7	2	-8	-10	-9	-2.4	-1.2	-18
CCCCN(C(=O)Cn1nnc2ccccc21)C(C(=O)NCCOC)c1ccc(OC)cc1 (stereo not drawn)	8	14	7	-2	-18	-6	0.4	1.0	-13
The results go on.
SMILES	M1 PAM	TAAR1 agonist	TAAR1 antagonist	CHRM1 agonist	M1 antag	OXTR potentiate	OXTR agonist	V1R ag counter	CHO parental Ca
CCOC(=O)C1CCCN(C(=O)c2cc3ccc(OC)cc3[nH]2)C1 (stereo not drawn)	3	1	-7	2	2	/	/	/	/
O=C(O)c1ccccc1S(=O)(=O)NCC(O)COC1CCCCC1 (stereo not drawn)	10	1	0	-5	-6	-1	0.6	-0.4	1
Cc1ccc2nc(C)c(C(=O)N/N=C/c3cccc([N+](=O)[O-])c3)cc2c1	-1	-3	-9	-6	-1	-3	0.5	1.7	-16
COc1cccc(OCC(=O)NNC(=O)c2ccc3ccccc3c2)c1	11	0	-3	-2	-11	-8	-1.5	-1.2	-12
Cc1ccccc1NC(=O)c1ccc2snnc2c1	4	0	-6	-2	-11	-3	-0.7	-0.3	0
COc1cc(OC)cc(C(=O)NC2=NCCS2)c1	2	10	3	-2	-21	-4	-0.2	1.7	-2
COc1ccc(-c2nc(CS(=O)(=O)CC(=O)NCc3cccc(F)c3)c(C)o2)cc1	1	-1	-17	-4	-6	-8	-1.3	0.1	-22
CC(C)(C)C(=O)NC(c1ccccc1)c1c(O)ccc2ccccc12 (stereo not drawn)	-1	0	-12	-4	-8	-12	-0.1	-1.4	-17
CC(C)c1ccc(NC2CCCN(C(=O)CCN3CCCC3=O)C2)cc1 (stereo not drawn)	1	3	-33	-5	0	-1	-0.3	1.1	-20
FC(F)(F)c1nc2nncn2c2c1CCCCC2	1	4	-5	-4	-1	-10	-0.3	-0.2	8
O=C(Nc1c(C(=O)N2CCN(c3ccccn3)CC2)oc2ccccc12)c1ccc([N+](=O)[O-])cc1	2	-1	-6	-2	2	-2	0.0	0.5	-12
Oc1ccc(Nc2nc(-c3ccccc3F)nc3ccccc23)cc1	-3	5	40	-3	3	-17	-0.2	2.9	-1
COc1ccccc1N1CCN(c2cc(=O)n(-c3ccc(Br)cc3)c(=O)[nH]2)CC1	5	17	-12	-5	-3	3	0.5	0.6	-3

Sorted by SMILES length (largest number first): some entries from above.
SMILES	M1 PAM	TAAR1 agonist	TAAR1 antagonist	CHRM1 agonist	M1 antag	OXTR potentiate	OXTR agonist	V1R ag counter	CHO parental Ca
CCOC(=O)C1CCCN(C(=O)c2cc3ccc(OC)cc3[nH]2)C1 (stereo not drawn)	3	1	-7	2	2	/	/	/	/
CC(C)c1ccc(NC2CCCN(C(=O)CCN3CCCC3=O)C2)cc1 (stereo not drawn)	1	3	-33	-5	0	-1	-0.3	1.1	-20
FC(F)(F)c1nc2nncn2c2c1CCCCC2	1	4	-5	-4	-1	-10	-0.3	-0.2	8

Compound activity as filed in PubChem BioAssay.
